Screening results from PubChem BioAssay.
USP1-UAF1 inh = USP1/UAF1 (human) deubiquitinase inhibition; O94782; Potency, µM (highest dose often 57.1 µM), for the others: at the top dose activity change, negative = inhibition, most hits filed as inhibitors; recombinant USP1/UAF1, Ub-Rhodamine cleavage fluorescence; AID 743255; 390,000 tested, 0.23% active; also: potency is read from the fitted curve at half-maximal effect; % is scaled to controls: 0 for no effect and ±100 for the full control effect; nearly all actives have a fitted effect of over 60% in size; inactives centre near -12
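1 nM enzyme complex + cpd, 15 min RT; start with Ub-Rho 150nM final; kinetic fluorescence ex 480/em 540, 6 reads q60 s. Buffer 50mM HEPES pH 7.8, 0.5mM EDTA, 0.1 mg/ml BSA, 1mM TCEP, 0.01% Tween-20.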
TrxR1 inh = rat TrxR1 inhibition | O89049 | recombinant rTrxR1, NADPH fluorescence consumption, selenite substrate | Potency, µM (highest dose often 114 µM), for inactives: at the highest dose activity change, negative = inhibition, usual class: inhibitors | 390,000 tested, 1% active; also: potency is read from the fitted curve at half-maximal effect; % is scaled to controls: 0 for no effect and ±100 for the full control effect; nearly all actives have a fitted effect of over 65% in size
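Rat TrxR1 (90 nM in the dispensed reagent) was pre-reduced with 400 uM NADPH for 5 min at room temperature, then incubated with compound for 15 min. After 400 uM selenite was added, NADPH fluorescence (Ex 340/Em 450 nm) was followed for 8 min.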
TRHR agonist = activates the human TRH receptor; activation, % at 2 µM; AID 493084; TRHR cells, calcium flux fluo-8, FDSS agonist mode; 360,000 tested, 0.18% active; P34981; in the data active = activation above about 30%; also: 0% is about no effect
Target sequence (P34981 whole entry, looked up): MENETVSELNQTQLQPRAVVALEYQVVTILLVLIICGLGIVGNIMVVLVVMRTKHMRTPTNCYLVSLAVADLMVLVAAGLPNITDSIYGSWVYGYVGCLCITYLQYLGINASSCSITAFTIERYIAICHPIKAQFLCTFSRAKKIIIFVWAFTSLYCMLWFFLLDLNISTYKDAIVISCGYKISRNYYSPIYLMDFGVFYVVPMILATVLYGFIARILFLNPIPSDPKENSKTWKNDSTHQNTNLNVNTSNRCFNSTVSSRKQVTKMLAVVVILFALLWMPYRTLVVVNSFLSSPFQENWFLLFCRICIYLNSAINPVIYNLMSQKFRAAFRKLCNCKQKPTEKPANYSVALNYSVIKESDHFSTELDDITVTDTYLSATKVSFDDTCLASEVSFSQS
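TRHR-expressing cells loaded with fluo-8 calcium dye; 23 nL library compound pin-transferred, kinetic FDSS fluorescence (Ex 480/Em 530) recorded about 180 s for agonist-induced calcium release, before a 10 nM TRH EC20 addition for potentiator mode.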
TRHR enhancer = allosteric enhancers of human TRH receptor; TRHR cells, fluo-8 calcium fluorescence, EC20 TRH enhancement; enhancement, % at 2 µM; AID 493056; P34981; 360,000 tested, 0.66% active; in the data active = enhancement above about 30%; also: 0% is about no effect
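TRHR-expressing cells loaded with fluo-8 calcium dye were read kinetically (ex 480/em 530) during compound addition, then stimulated with an EC20 of TRH (10 nM final). Enhancement of the Gq-mediated intracellular calcium response was scored.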
mIDH1 inhibitor = human IDH1 R132H inhibition; O75874; IDH1-R132H enzyme, NADPH consumption, diaphorase/resazurin fluorescence; Potency, µM (top dose mostly 76.6 µM), for inactives: top-dose activity change, negative = inhibition, most hits filed as inhibitors; 390,000 tested, 0.093% active; also: potency is read from the fitted curve at half-maximal effect; % is scaled to controls: 0 for no effect and ±100 for the full control effect; nearly all actives have a fitted effect of over 65% in size
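IDH1-R132H (0.5 ug/mL) preincubated 30 min with compound, then NADPH (0.016 mM) and alpha-KG (2 mM) added; 80 min at RT, pH 7.5. Remaining NADPH coupled via diaphorase/resazurin to fluorescence (540/590 nm); concentration-response curves normalized to no-enzyme control.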
D2 antag = D2 dopamine receptor (human) antagonism; P14416; HEK293 TREx D2 cells, calcium flux, dopamine EC80; inhibition, % at 10 µM; 340,000 tested, 2% active; AID 485344; in the data active = inhibition above about 30%; also: 0% is about no effect
Target sequence (P14416 whole entry, looked up): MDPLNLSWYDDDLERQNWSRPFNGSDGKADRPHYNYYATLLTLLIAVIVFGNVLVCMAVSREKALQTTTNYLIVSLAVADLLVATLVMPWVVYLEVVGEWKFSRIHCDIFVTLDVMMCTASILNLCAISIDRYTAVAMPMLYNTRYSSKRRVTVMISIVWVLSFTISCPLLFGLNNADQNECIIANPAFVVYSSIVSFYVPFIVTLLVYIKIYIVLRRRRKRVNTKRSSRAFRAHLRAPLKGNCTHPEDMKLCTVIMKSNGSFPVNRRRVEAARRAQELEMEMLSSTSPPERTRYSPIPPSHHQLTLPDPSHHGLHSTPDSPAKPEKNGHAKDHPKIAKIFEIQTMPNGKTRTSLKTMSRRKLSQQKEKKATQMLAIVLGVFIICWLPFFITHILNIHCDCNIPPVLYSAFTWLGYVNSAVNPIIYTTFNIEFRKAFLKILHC
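Antagonism is scored as inhibition of an EC80 dopamine-evoked calcium signal in a force-coupled, tetracycline-inducible HEK293 T-REx D2 line, with compound present 180 s before agonist.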
TrxR1 substrate = is turned over as a substrate by rat TrxR1; Potency, µM (highest dose often 114 µM), inactives show at the highest dose activity change, negative = substrate turnover; O89049; 390,000 tested, 0.01% active; purified TrxR1 substrate turnover, NADPH consumption readout; also: potency is read from the fitted curve at half-maximal effect; % is scaled to controls: 0 for no effect and ±100 for the full control effect; nearly all actives have a fitted effect of over 50% in size
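Rat TrxR1, dispensed at 90 nM, was prereduced with 400 uM NADPH (final) for 5 min at ~22 deg C, then incubated with compound 15 min before 400 uM selenite. A first-read NADPH fluorescence drop versus no-compound background flagged substrates.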
D2 agonist = D2 dopamine receptor (human) agonism | P14416 | HEK293 T-REx D2 cells, calcium flux agonist mode | activation, % at 2 µM | 340,000 tested, 0.53% active;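 active = activation over 3 SD above normal in the single-dose calcium agonist read, cut at about 30% in these data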; also: 0% is about no effect
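Tetracycline-induced HEK293 T-REx cells with force-coupled D2 receptor, plated overnight at 30 C, loaded with no-wash calcium dye. After a 10 s baseline, compound was pin-added and calcium flux read kinetically for 180 s; calcium rises flagged agonists.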
PI4K2A inh = PI4K2A (human) kinase inhibition | Q9BTU6 | purified PI4K2A, ADP-Glo luminescence, 1 h; active compounds read low | activity change, negative = inhibition, % at 76.9 µM | 420,000 tested, 0.13% active | AID 1346378; in the data active = activity change below about -50%; inconclusive = mostly about -30% to -49%;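 also: -100% = wells without enzyme as full effect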
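In this quantitative HTS, ADP production by PI4K2A was quantified luminescently after 1 h at ambient temperature; 100 microM adenosine served as plate-quality control.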
* marks the source's active call; other numbers are inactive results; ? = inconclusive; · = not tested or not shown; & = joins results of further samples; [ ] = remark or other dose. Unless noted, calls follow the shape of the dose curve; as a rule, active = well fitted inhibition curve with a large enough effect; inconclusive = small, poorly fitted or top-dose-only effect; inactive = no such curve, though single readings can be large or run the other way. An excerpt. The share of hits here may be higher or lower than overall.

SMILES	USP1-UAF1 inh	TrxR1 inh	TRHR agonist	TRHR enhancer	mIDH1 inhibitor	D2 antag	TrxR1 substrate	D2 agonist	PI4K2A inh
Cc1cc(Cl)ccc1OCC(=O)N1CCN(C)CC1	-8%	-11%	0.5	-6	4%	13	-10%	0.7	-1
NCCc1c(Cc2ccccc2)[nH]c2ccccc12	?	33%[57.1 µM]	·	·	4%	·	10%[57.1 µM]	·	1
COc1cc2c(cc1OC)C(C(=O)NCCC(C)C)C1CCCCN1C2=O (stereo unspecified)	-8%	9%	0.1	9	0%	-6	10%	1.9	1
O=C1/C(=C\c2ccccc2)C2OCC=C3CN4CCC56c7ccccc7N1C5C2C3CC46 (stereo unspecified)	-10%	10%[2.29 µM]	2.7	19	3%	-42	-1%[57.1 µM]	-0.8	2
CC(=O)O[C@@H]1/C=C/[C@](C)(O)C[C@@H](C)C/C=C/[C@H]2[C@@H]3O[C@]3(C)[C@@H](C)[C@H]3[C@H](Cc4ccccc4)NC(=O)[C@@]312	11%	4%	·	·	-2%	·	0%	·	-5
CCOC(=O)[C@]12Cc3ccccc3[C@H]1N(Cc1ccccc1)C(=O)c1ccccc12	-28%	47%&15%	·	·	16%	·	13%&-7%	·	-5
CC(C)n1cc(C(=O)N(CC(=O)NC(C)(C)C)Cc2ccccc2)cn1	-18%	2%	0.3	3	2%	3	0%	-0.2	-3
COc1ccc(C(=O)c2nc3ccccc3n2C(C)C)cc1OC	-5%	7%	0.0	-8	2%	3	-7%	-2.5	6
COc1cc(CC(C)N)c(OC)cc1I (stereo unspecified)	-19%	18%[57.1 µM]	·	·	4%	·	9%[57.1 µM]	·	1&0
Cc1ccnc(-n2c(-c3ccco3)nc3ccccc3c2=O)c1	-16%	5%	0.6	-3	8%	0	4%	0.2	5
Brc1cc2c(cc1CN1CCN(c3ccccc3)CC1)OCCO2	-23%	5%	-0.1	-3	1%	-1	-2%	13	-3
O=C(CNC(=O)c1ccccc1Cl)Nc1ccc(Br)cc1C(=O)c1ccccc1	-15%	-12%	-0.1	-3	3%	-16	-16%	-1.2	-3
c1ccc2c(c1)CNCc1cnnn1-2	-4%	?	·	·	-4%[38.3 µM]	·	3%	·	1
CCc1nc2ccc(Br)cc2c(=O)n1-c1ccccc1C(F)(F)F	-7%	-2%[57.1 µM]	·	·	5%	·	-7%[57.1 µM]	·	5
O=C(CNC1CCCCC1)N1CCC2(CC1)OCCO2	-4%	6%	0.9	2	2%	1	-4%	0.8	6
CC(=O)OC[C@]12CCC(C)=C[C@H]1O[C@@H]1[C@H](O)[C@@H](OC(C)=O)[C@@]2(C)[C@]12CO2	19%	-3%	-0.1	-2	2%	-31	-4%	-1.1	6
Nc1cc(C(=O)Nc2ccc(Cl)cc2)ccc1N1CC2CC(C1)c1cccc(=O)n1C2 (stereo unspecified)	-13%	10%[57.1 µM]	-1.0	3	0%	-10	2%[57.1 µM]	-3.1	-5
COC(=O)C1=C(c2ccc(S(C)(=O)=O)cc2)C[C@@H]2CC[C@H]1N2C	-19%	-12%[57.1 µM]	0.0	-8	19%	-12	-1%[57.1 µM]	-0.1	-3
Cc1ccc2c(c1)N(CCC(=O)N1CCC3(CC1)OCCO3)C(=O)C(C)O2 (stereo unspecified)	-16%	21%	·	·	9%	·	11%	·	0
COC(=O)C(Cc1ccc(N(CCCl)CCCl)cc1)N=Cc1ccccc1O (stereo unspecified)	-28%	?	0.3	-7	-6%	4	4%	0.3	4
O=C(CCN1CCN(c2ccccc2)CC1)c1ccc(Br)cc1	-23%	4µM*	1.3	-3	12%	-18	4%	21	31
O=C1CN=C(c2cccc(Br)c2)c2cc(Br)ccc2N1	-15%	20%	1.8	-1	11%	-8	-1%	-0.5	2
CN1C(=O)c2ccccc2Sc2ccc(C(=O)N3CCC4(CC3)OCCO4)cc21	-7%	23%	-0.3	-3	3%	-15	8%	-0.8	1
COc1ccccc1[As](=O)(O)CC(O)COc1ccc(Cl)cc1Cl (stereo unspecified)	·	·	-0.5	-2	·	-4	·	1.1	·
CNC(=O)c1cccn(Cc2cccc(C(F)(F)F)c2)c1=O	7%	14%[11.4 µM]	1.1	-1	6%	1	50%	1.1	1

The list continues:
SMILES	USP1-UAF1 inh	TrxR1 inh	TRHR agonist	TRHR enhancer	mIDH1 inhibitor	D2 antag	TrxR1 substrate	D2 agonist	PI4K2A inh
CCC1(OC(=O)c2ccccc2)CC(C)N(C)CC1C (stereo unspecified)	41%[activator]	19%	0.8	19	24%	-17	7%	2.2	2
CCCCn1c(=O)c(C(=O)Nc2ccccc2F)c(O)c2ccccc21	-24%	20%	0.9	5	-11%	-1	5%	0.6	6
O=c1ccc2cc3ccoc3c(O)c2o1	4%	-2%	·	·	3%	·	3%	·	-1
CC(=O)c1ccc(OC(NC(=O)c2ccco2)C(Cl)(Cl)Cl)cc1 (stereo unspecified)	-8%	?	-0.1	-1	-2%	6	-4%	-0.6	1
O=C(CN1CC=C(c2ccccc2)CC1)Nc1cc(Cl)ccc1Cl	?	-9%	0.1	9	6%	·	-4%	·	-2
CC=C(C)C(=O)OC1CCN2CC=C(COC(=O)C(O)(C(C)OC)C(C)(C)O)C12 (stereo unspecified)	-1%	1%	·	·	-3%	·	-3%	·	-2
COc1ccc(OC)c(/C=N/OC(=O)Nc2ccc(Cl)cc2)c1	-28%	14%	0.4	-1	-5%	15	17%	0.2	0
CS(=O)(=O)N1Cc2ccccc2-n2nncc2C1	-15%	23%	·	·	-5%[38.3 µM]	·	4%[2.29 µM]	·	1
CN(C(=O)CNC(=O)OCc1ccccc1)c1ccc(Br)cc1C(=O)c1ccccc1Cl	-23%	-4%	-0.1	-10	-1%	-7	-5%	-1.8	0
COc1cccc(CNCCc2c[nH]c3ccccc23)c1OC	-10%	32%[57.1 µM]	0.3	-3	5%	52*	-2%[57.1 µM]	-0.2	0
O=C(N/N=C/c1c(O)n(CCc2ccccc2)c(=O)[nH]c1=O)c1ccccc1O	-12%	-24%	-1.2	2	-3%	-10	-11%	0.1	2
Cc1ccc(CN2CCCC(C(=O)c3ccc4c(c3)OCO4)C2)cc1C (stereo unspecified)	-14%	-1%	0.4	1	0%	-8	-5%	-0.8	-5
CCOC(=O)c1c(C)n(CCN2CCN(C)CC2)c2ccc(OC)cc12	-5%	11%	0.2	-5	0%	-8	-4%	0.7	-10
CC(c1ccccc1)[n+]1ccccc1 (stereo unspecified)	-22%	17%	-0.1	1	-15%	-14	6%	0.4	-2
Cc1cc(OC(C)C(=O)NCC(O)c2ccccc2)c2c3c(c(=O)oc2c1)CCCC3 (stereo unspecified)	-11%	24%	-0.8	-3	9%	10	77%[activator]	3.0	7
C=CCOC(=O)C1=C(C)OC(N)=C(C#N)C12C(=O)N(CN1CCOCC1)c1ccccc12 (stereo unspecified)	0%	-5%	-0.2	-1	3%	-8	3%	-0.1	0
COc1ccc(O)c2c(=O)c3c(OC)cc4c(c3oc12)C1C=COC1O4 (stereo unspecified)	-17%	3%[57.1 µM]	-1.8	4	4%	-4	8%[57.1 µM]	0.1	0
COc1ccc(C(=O)N2CCC3(CC2)OCCO3)cc1	-6%	4%	0.6	3	-8%	-1	3%	0.2	-3
C[C@]12CC[C@@H]3c4cc(O)c(O)cc4CC[C@H]3[C@@H]1CC[C@@H]2O	-9%	?	0.8	-4	-11%	·	1%	·	-2
Cc1c2cnn(CC(=O)N3CCC4(CC3)OCCO4)c(=O)c2c(C)n1Cc1ccccc1Cl	-26%	20%	0.1	-8	0%	0	3%	7.2	4
Cc1ccc2c(C)c3ccc4ccccc4c3c[n+]2c1	-16%	-15%	·	·	5%	·	307%[activator]	·	-2
COc1cc2[nH]c(C(=O)N3CCC4(CC3)OCCO4)cc2c(OC)c1OC	-9%	9%	-2.6	0	2%	2	0%	0.1	0
COC(=O)CN1C(=O)CN=C(c2ccccc2Cl)c2cc(Br)ccc21	-20%	-11%	-0.2	-1	-4%	0	-9%	-0.2	21
O=C(/C=C/c1ccccc1)NCCc1cnc[nH]1	13%	3%	0.7	5	-3%	-12	-5%	-0.4	-2
O=C1NC(=O)N(c2ccc3c(c2)OCO3)C(=O)/C1=C/c1ccc(N2CCCCC2)o1	?	?	14	-2	4%	-3	-19%	10	2
COC1=CC=C2[C@H]3Cc4ccc(OC)c5c4[C@@]2(CCN3C)[C@H]1O5	-22%	24%[57.1 µM]	-0.4	-4	5%	-3	20%	0.5	-4
C[C@@]12N[C@@H](Cc3ccccc31)c1ccccc12	-13%&-26%	7%&-8%	·	·	13%&-7%	·	5%&-8%	·	-1&4
COc1c2c(cc3c1OCO3)CC[N+](C)=C2	-10%	3%[57.1 µM]	0.0	-9	-6%	-9	0%[57.1 µM]	23	1
CCOc1ccc(CCNC(=O)c2cc3c(-c4ccc(OC)c(OC)c4)nn(C)c3s2)cc1OCC	-23%	75%[activator]	-0.8	3	15%	·	99%[activator]	-0.5	-6
COc1ccc(S(=O)(=O)NCc2ccc(C(=O)N3CCC4(CC3)OCCO4)cc2)cc1	-4%	-1%	0.1	-4	3%	-2	3%	1.0	-3

Some of the entries so far, in markdown.
| Compound | USP1-UAF1 inh | TrxR1 inh | TRHR agonist | TRHR enhancer | mIDH1 inhibitor | D2 antag | TrxR1 substrate | D2 agonist | PI4K2A inh |
| --- | --- | --- | --- | --- | --- | --- | --- | --- | --- |
| O=C(/C=C/c1ccccc1)NCCc1cnc[nH]1 | 13% | 3% | 0.7 | 5 | -3% | -12 | -5% | -0.4 | -2 |
| CC(=O)c1ccc(OC(NC(=O)c2ccco2)C(Cl)(Cl)Cl)cc1 (stereo unspecified) | -8% | ? | -0.1 | -1 | -2% | 6 | -4% | -0.6 | 1 |
| CS(=O)(=O)N1Cc2ccccc2-n2nncc2C1 | -15% | 23% | · | · | -5%[38.3 µM] | · | 4%[2.29 µM] | · | 1 |
| CCOC(=O)c1c(C)n(CCN2CCN(C)CC2)c2ccc(OC)cc12 | -5% | 11% | 0.2 | -5 | 0% | -8 | -4% | 0.7 | -10 |
